# Source: PubChem BioAssay (several laboratories)
# CD11b adhes enh – increases human CD11b/CD18 adhesion to fibrinogen; P05107+P11215; activation, % at 10 µM; K562 CD11b/CD18 adhesion to fibrinogen, ATPlite luminescence; 0.07% of 93,000 active;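 active = 10 µM primary screen giving 50% or more activity, confirmed by 40% or more on retest at that dose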; also: strong numbers were not always called active; reference of the scale not given here
# Target sequence (P05107 whole entry, looked up, other chains not shown): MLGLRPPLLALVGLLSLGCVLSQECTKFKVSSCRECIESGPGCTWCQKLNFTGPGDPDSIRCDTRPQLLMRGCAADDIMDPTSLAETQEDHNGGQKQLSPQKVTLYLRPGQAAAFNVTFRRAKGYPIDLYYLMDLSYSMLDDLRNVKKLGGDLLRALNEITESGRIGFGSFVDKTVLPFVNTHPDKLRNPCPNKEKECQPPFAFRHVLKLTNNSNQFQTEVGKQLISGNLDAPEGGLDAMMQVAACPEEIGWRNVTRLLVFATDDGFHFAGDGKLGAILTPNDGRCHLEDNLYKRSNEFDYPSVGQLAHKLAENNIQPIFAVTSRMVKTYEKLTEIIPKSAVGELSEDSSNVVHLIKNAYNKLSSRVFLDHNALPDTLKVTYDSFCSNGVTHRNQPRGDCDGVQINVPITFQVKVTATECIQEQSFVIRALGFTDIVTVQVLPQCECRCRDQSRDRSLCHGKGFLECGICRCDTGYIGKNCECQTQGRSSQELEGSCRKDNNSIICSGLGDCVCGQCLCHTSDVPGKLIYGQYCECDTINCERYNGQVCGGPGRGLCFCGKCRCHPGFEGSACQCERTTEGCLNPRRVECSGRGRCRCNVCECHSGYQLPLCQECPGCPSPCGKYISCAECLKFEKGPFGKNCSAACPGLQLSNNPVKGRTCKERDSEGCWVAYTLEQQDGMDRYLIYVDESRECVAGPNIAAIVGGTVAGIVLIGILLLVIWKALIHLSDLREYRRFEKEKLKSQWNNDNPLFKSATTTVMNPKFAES
# sEH act – soluble epoxide hydrolase (human) activation | P34913 | purified human sEH enzymatic activity, activator screen | activation, % at 2 µM | 0.04% of 91,000 active | AID 717; in the data active = activation above about 37%; also: values of inactives mirror those of a sister screen read the other way
# MT1-MMP txn act – MT1-MMP promoter transcription activation; HT1080 MT1-MMP promoter luciferase reporter, luminescence, overnight; active compounds read high; activation factor at 10 µM; 0.16% of 86,000 active; AID 750;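 active = activation factor of at least 2 for MT1-MMP transcription at 10 µM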
# CD11b adhes inh – blocks human CD11b/CD18 adhesion to fibrinogen | inhibition, % at 10 µM | K562 CD11b/CD18 adhesion to fibrinogen, ATPlite luminescence; Mn2+ added to activate the integrin | 0.54% of 93,000 active | AID 1497 | P05107+P11215;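 active = primary inhibition of 50% or more at 10 µM, then 40% or more on retest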; also: some results filed as inactive read as strong as hits
# ERb SRC1 inh – blocks coactivator binding to human estrogen receptor beta | Q92731 | TR-FRET ER-beta LBD / SRC1-Cy5 peptide binding; receptor agonist-loaded with 1 µM estradiol | inhibition, % at 25.6 µM | 1.3% of 86,000 active | AID 633;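 active = compounds whose percent inhibition of the receptor-coactivator binding signal exceeds about 50% in the single-dose screen, limit read from the data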;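 also: 0% = receptor plus peptide wells without compound and 100% = peptide-only wells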
# ERa SRC1 pot – enhances coactivator binding to human estrogen receptor alpha. coactivator binding (% of control), % at 25.6 µM. TR-FRET ERalpha-LBD/SRC-Cy5 coactivator binding, 2 h; 100 = basal binding, no effect. AID 639. 1.3% of 86,000 active; in the data active = activity above about 200%;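 also: binding measured in presence of low estradiol as agonist stimulus; 0% = peptide alone without receptor and 100% = receptor with peptide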
# Smad3 FoxH1 inh – blocks human Smad3 binding to FoxH1 peptide; TR-FRET Smad3/Dy647-FoxH1 peptide binding, europium anti-His; P84022; AID 630; 0.29% of 88,000 active; inhibition, % at 25 µM;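 active = compounds that reduce the energy-transfer binding signal between the protein and its labelled peptide by more than half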;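 also: 0% = Smad3 plus labelled peptide maximal FRET and 100% = peptide-only background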
# sEH inh – soluble epoxide hydrolase (human) inhibition. AID 707. recombinant human sEH enzymatic activity assay. 0.34% of 91,000 active. P34913. inhibition, % at 2 µM; in the data active = inhibition above about 80%; also: values of inactives mirror those of a sister screen read the other way; many of its hits are not listed in these tables
# Calb biofilm kill – kills Candida albicans biofilms | C. albicans biofilm + clotrimazole, Alamar Blue | inhibition, % at 6 µM | 0.14% of 85,000 active | AID 834;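 active = inhibition above 20%; inactive = inhibition below 20%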;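 also: preformed 24 hr biofilms exposed to compound for 48 hr; 0% = biofilm without compound and 100% = blank killed by clotrimazole plus chlorhexidine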
# * = called active by the depositor; x = no result given; [ ] = remark or other dose. Not all compounds are listed; count on the stated rates, not on these rows.
SMILES,CD11b adhes enh,sEH act,MT1-MMP txn act,CD11b adhes inh,ERb SRC1 inh,ERa SRC1 pot,Smad3 FoxH1 inh,sEH inh,Calb biofilm kill
O=C(NCCCC(=O)N1CCOCC1)c1cccnc1,0,14,1,-8,-4,119,-4,-16,x
Cc1ccc2ccc(S(=O)(=O)n3nc(C)cc3C)cc2c1,5,0,1.2,-35,7[fluorescence artefact?],98,1,0,4
CCOc1ccccc1N1CCN(C(=O)c2cc[n+]([O-])cc2)CC1,-4,-7,1.1,-6,x,x,x,7,x
CN(C)S(=O)(=O)c1ccc(S(=O)(=O)N(CC(=O)Nc2ccccc2)CC2CCCO2)cc1 (stereo unspecified),-3,5,1.5,-1,5,110,6,-4,3
Cc1cccc(C)c1-n1c(C)cc(/C=N/NC(=O)c2ccncc2)c1C,-3,-13,x,2,x,x,x,12,x
CCOC(=O)Cc1csc(NC(=O)c2c(O)c3ccccc3n(CC(C)C)c2=O)n1,1,0,1.2,19,2,92,11[fluorescence artefact?],0,-3
COc1ccc(C2NC(=O)CS2)cc1 (stereo unspecified),x,-6,1.2,x,2[fluorescence artefact?],111,1,10,4
O=C1c2ccccc2C(=O)N1CC1=CCS(=O)(=O)C1,-2,9,1.1,4,-3,89,-2,-11,8
CCOc1ccccc1N(C(=O)CNC(=O)c1ccco1)C(C(=O)NC1CCCC1)c1cccnc1 (stereo unspecified),1,7,1.1,-6,-31,106,13,-8,8
Cc1ccc(C)c(CSc2nnc(CCN)o2)c1,1,1,1.1,-5,4,85,3,1,5
COc1ccc(-n2c(Cc3cccn3C)nnc2SCC(=O)NCc2ccccc2Cl)cc1,0,x,1.1,4,-7,100,9,x,6
CN(C)c1ccc(P(=O)(OCc2ccccc2)C(O)c2ccncc2)cc1 (stereo unspecified),-3,-5,1.1,-1,-6,110,-6,8,0
CCNC(=O)CCSc1nc2cc(Cl)ccc2o1,x,-3,1.2,x,-4,114[fluorescence artefact?],-6,8,5
COc1cc(NS(=O)(=O)c2ccc(Br)cc2)c(OC)cc1NC(=O)c1ccco1,4,-2,1.1,1,1,98[fluorescence artefact?],15,2,1
CC(=O)N1CCc2cc(Br)cc(S(=O)(=O)N3CCCCCC3)c21,-3,8,0.9,-4,-7[fluorescence artefact?],85,-8,-10,7
CC(=O)c1cccc(NC(=O)c2ccco2)c1,0,-9,1.1,-12,13,111[fluorescence artefact?],-9,6,8
Cc1ccc(-c2nnn(CC(=O)N(Cc3cccs3)C(C(=O)NC(C)(C)C)c3ccco3)n2)o1 (stereo unspecified),0,-13,1.2,-35,6,81[fluorescence artefact?],-8,11,15
COC(=O)c1nnn(-c2nonc2N)c1CSc1ccccn1,-2,x,1,6,19,97,0,x,8
COc1cc(C2c3c(n[nH]c3C)C(=O)N2c2ccc(Br)cc2)ccc1O (stereo unspecified),x,8,1.4,x,1,71,-1,-7,7
Fc1cnc(N2CCOCC2)nc1N1CCc2ccccc21,x,4,1.2,x,-5,112[fluorescence artefact?],-5,-2,6
Cc1cccc(C2CC(c3ccccc3)Nc3nc(N)nn32)c1 (stereo unspecified),3,-15,1,15,-4,90,-6,14,13
CC(C)CCn1c(SCC#N)nc2c(sc3ccccc32)c1=O,x,-3,1.2,x,8[fluorescence artefact?],143[fluorescence artefact?],16[fluorescence artefact?],4,5
Cc1cc(C)nc(SCc2nnc(SCC(=O)N3CCOCC3)o2)n1,-6,10,1.2,1,-9,89,3,-12,7
CCCCn1c(SCc2cc(=O)[nH]c3ccccc23)nc2c1c(=O)n(C)c(=O)n2C,-3,x,1,0,4[fluorescence artefact?],107,2,x,8
CC(=O)c1c(C)[nH]c(C(=O)Nc2cc(C)cc(C)c2)c1C,-4,-36,1.3,0,-8,86,-2,32,7
O=C(O)Cn1c(P(=O)(O)c2ccccc2)nc2ccccc21,-2,-1,1.1,-8,2[fluorescence artefact?],106,16,1,1
CC(C)(C)C1CCc2c(sc(NC(=O)CSc3ncn[nH]3)c2C#N)C1 (stereo unspecified),x,-15,0.9,x,23,131,3,17,4
Cn1c(N)c(C#N)c2c(c1=S)CSC(C)(C)C2,-3,-18,1,-5,-9,91,11,20,4
CCOC(=O)Cc1csc(NC(=O)Cc2cccs2)n1,-11,-6,1.3,5,75*,19[fluorescence artefact?],1,6,10
CSCCC(NS(=O)(=O)c1ccc(Cl)cc1)C(=O)OCC(=O)N(C(C)C)C(C)C (stereo unspecified),0,-2,x,-22,x,x,x,1,x
O=C(NCCC1=CCCCC1)C1CCCN(c2nc3ccccc3o2)C1 (stereo unspecified),x,-96,1.1,x,2,108,7,96*,4
COC(=O)Nc1ccc2c(c1)OCO2,x,4,1.4,x,26[fluorescence artefact?],95[fluorescence artefact?],2,-2,-4
COc1ccc(C(=O)Nc2cc(C)cc(C)c2)cc1S(=O)(=O)N1CCOCC1,-4,1,1.2,9,-7,110,-1,0,8
Cc1cc(NC(=O)CSc2nnc(COc3ccccc3)n2Cc2ccco2)no1,-5,9,1.1,3,10,96[fluorescence artefact?],-10,-9,4
COc1ccccc1OCCSc1nc(N)cc(N)n1,x,5,1.3,x,-10,104,2,-7,4
Cc1cc(C)c(C)c(OCC(=O)N2CCCCCC2)c1,1,3,1.1,-1,-11,90,-9,-4,9
COCCn1c(CCC(=O)O)nc2c1c(=O)[nH]c(=O)n2CC(C)C,3,-3,1,-3,0,117,6,1,6
Cc1cccc(/C=C/C(=O)c2cc(Br)ccc(=O)c2O)c1,-7,10,x,85*,x,x,x,-8,x
CNc1nc(Oc2ccc(C(=O)OC)cc2)nc(SC)n1,x,3,1,x,-5,107,29[fluorescence artefact?],-2,6
CCOC(=O)c1cnc(SC2CC(=O)N(c3cccc(OC)c3)C2=O)nc1N (stereo unspecified),-2,4,1.1,2,x,x,x,-3,x
CC(C(=O)c1ccccc1)n1cnc2ccccc2c1=O (stereo unspecified),1,-18,x,-5,1,91[fluorescence artefact?],-2,14,1
Cc1c(NC(=O)c2ccc(F)cc2)c(=O)n(-c2ccccc2)n1C,3,-1,1.1,4,-7,99,3,4,-4
COc1cccc(CC(NC(C)=O)C(=O)NC2CCN(c3c4c(nc5ncnn35)CCC4)CC2)c1 (stereo unspecified),x,-4,1.3,x,38,71,9,3,4
Cc1cc(Nc2ccc(Br)cc2)n2nc(C)nc2n1,x,x,1,x,-7,129,3,x,3
COc1ccc(Cl)cc1NC(=O)CN(c1ccccc1)S(=O)(=O)N(C)C,-2,1,1.2,-3,-3[fluorescence artefact?],124[fluorescence artefact?],3,-3,7
CSc1cccc(NS(=O)(=O)c2ccccc2)c1,0,18,1,10,x,x,x,-16,x
O=C(NCc1ccco1)c1cc2ccc(O)cc2oc1=O,-4,12,0.7,-6,72*,91[fluorescence artefact?],10,-14,4
Cc1cc(C(=O)CSc2nnnn2C)c(C)n1-c1ccc2c(c1)OCCO2,11,13,1.6,6,18,87,0,-15,6
COc1ccc(CN2C(=O)NC3(CCCCCC3)C2=O)cc1F,-3,x,1.1,-14,-6,118,-3[fluorescence artefact?],x,4
COc1ccccc1-c1cc(C(=O)N2CCCCC2)no1,6,-3,1.2,-2,-10,128,0,5,8

# By substructure: the compounds so far with a Cl atom (4)
SMILES,CD11b adhes enh,sEH act,MT1-MMP txn act,CD11b adhes inh,ERb SRC1 inh,ERa SRC1 pot,Smad3 FoxH1 inh,sEH inh,Calb biofilm kill
COc1ccc(-n2c(Cc3cccn3C)nnc2SCC(=O)NCc2ccccc2Cl)cc1,0,x,1.1,4,-7,100,9,x,6
CCNC(=O)CCSc1nc2cc(Cl)ccc2o1,x,-3,1.2,x,-4,114[fluorescence artefact?],-6,8,5
CSCCC(NS(=O)(=O)c1ccc(Cl)cc1)C(=O)OCC(=O)N(C(C)C)C(C)C (stereo unspecified),0,-2,x,-22,x,x,x,1,x
COc1ccc(Cl)cc1NC(=O)CN(c1ccccc1)S(=O)(=O)N(C)C,-2,1,1.2,-3,-3[fluorescence artefact?],124[fluorescence artefact?],3,-3,7

# (further entries)
SMILES,CD11b adhes enh,sEH act,MT1-MMP txn act,CD11b adhes inh,ERb SRC1 inh,ERa SRC1 pot,Smad3 FoxH1 inh,sEH inh,Calb biofilm kill
COC(=O)c1nn(-c2ccccc2)nc1-c1nn(-c2ccccc2)nc1C(=O)OC,34,10,1.1,-1,12,99[fluorescence artefact?],12,-8,5
NC(=O)C1CCCN(S(=O)(=O)c2ccccc2)C1 (stereo unspecified),-2,-8,1.2,14,-9,104,11,10,10
CC1CCCN(C(=O)c2ccc3c(=O)n(Cc4ccc5c(c4)OCO5)c(=S)[nH]c3c2)C1 (stereo unspecified),-3,-76,1.2,3,5,103,4,77,7
CCCN1CCN(CCCNC(=O)C2CCCN(c3nc4ccc(OCC)cc4s3)C2)CC1 (stereo unspecified),-4,1,1.1,-23,2,107,-13,0,4
CCOc1ccccc1-n1c(COc2ccccc2)nnc1SCC(N)=O,0,20,1.2,-3,1,120,2,-19,2
O=[N+]([O-])c1cc(S(=O)(=O)Nc2ccccc2)ccc1-n1nnc2ccccc21,-1,-1,1.1,7,-2,88,5,2,7
Cc1ccc2nc(/C(C#N)=N/O)[nH]c2c1,0,-4,1.1,-8,-1,102,7,4,13
CCOC(=O)c1ccc(NS(=O)(=O)c2cc(-c3nnnn3CC)ccc2OC)cc1,x,-7,1.1,x,-3,139,-3,7,1
CCCCC(Nc1ncnc2ccccc12)C(=O)O (stereo unspecified),-2,15,1.1,-2,-12,113,-13,-12,0
CCCNS(=O)(=O)c1ccc(CCC(=O)NCc2ccco2)cc1,1,-7,1,-4,15,85,4,7,-4
CC(=O)c1ccc(N2CCN(C(=O)c3ccco3)CC2)c(F)c1,-1,2,1.3,6,-2,108,-2,0,14
CC(=O)Nc1c(OC(C)=O)ccc2c(C)cc(=O)oc12,-4,x,1.2,21,0,92,-8,x,4
CCC(C)NC(=O)Cn1cccc1C(=O)c1ccccc1 (stereo unspecified),x,-10,1.1,x,-5,102,0,10,9
Cc1ccccc1OCCN1C(=O)c2ccccc2C1=O,0,-6,1.4,22,x,x,x,4,x
O=c1c(-c2ccccc2)[n+]([O-])c2ccccc2n1O,2,14,1.1,-18,2,112,4,-16,4
CCOC(=O)N1CCN(c2nc(N(c3ccccc3)c3ccccc3)nc(-n3ccnc3)n2)CC1,x,x,1.1,x,0,104,2,x,-2
Cc1cc(N2C(=O)c3ccc(C(=O)NCc4ccccc4)cc3C2=O)no1,x,x,1,x,-4,126,5,x,7
CN(C)Cc1c(C#N)c2ccccc2n1C,-4,-12,1.3,-2,-24,86,9,12,6
CCCCn1c(CCC(=O)O)nc2c1c(=O)[nH]c(=O)n2CCC,-1,4,x,-1,x,x,x,-1,x
CCOC(=O)c1c(NC(=O)C2c3ccccc3Oc3ccccc32)sc(C(=O)N(CC)CC)c1C,-4,-18,x,-5,x,x,x,18,x
CCOC(=O)c1sc(NC(=O)c2ccc(S(=O)(=O)N(C)C)cc2)nc1C,2,-9,1.1,-1,3,135[fluorescence artefact?],5[fluorescence artefact?],9,-1
CCOC(=O)CSc1cccc2cccnc12,x,4,1.2,x,-5,237*[fluorescence artefact?],-7,-1,-8
COC(=O)c1cccc(NC(=O)CSc2nnc(COc3cccc(C)c3)n2C)c1,-2,10,1.1,-9,-12,94,5,-11,9
NC(=O)c1ccc(-n2nnnc2Oc2ccccc2C(=O)N2CCOCC2)cc1,-3,6,1.1,-6,34[fluorescence artefact?],113[fluorescence artefact?],-10,-11,0
COC(=O)c1sc(S(=O)(=O)NCc2cccs2)c(C(=O)OC)c1C,-3,-3,1.2,-8,-7,112,22[fluorescence artefact?],6,5
CCCC(C)C(=O)NCc1ccc2c(c1)OCO2 (stereo unspecified),-2,-8,1,-14,-4,81,4,8,9
